# Gli-Sufu block = Gli-Sufu pathway antagonists, primary screen, luciferase luminescence, Sufu-KO-LIGHT cells, uHTS; AID 588413, 2011; 340,000 tested, 0.74% active; inhibition, % at 5 µM; Sufu-KO-LIGHT fibroblasts, Gli luciferase reporter luminescence;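 active = inhibition above about 55%, limit read from the data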;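 also: 0% = DMSO-treated cells and 100% = wells with medium but no cells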
# HKDC1 inh = HKDC1 hexokinase inhibitors, primary screen, biochemical, fluorescence, uHTS. Q2TB90. recombinant HKDC1, G6PDH/diaphorase resazurin coupled fluorescence. inhibition, % at 20 µM. 340,000 tested, 0.16% active. AID 493160, 2011;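 active = inhibition above about 35% when tested at 20 µM, limit read from the data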;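 also: plate controls were DMSO wells with enzyme for no effect and DMSO wells lacking enzyme for full effect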
#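 Material – in-house recombinant HK5 (HKDC1) enzyme · Quantity – HKDC1 at 5 µg/mL · Buffer or medium – pH 8.0 Tris buffer with 10 mM MgCl2 · Reagent – glucose with 1 mM ATP · Dosing – single 20 µM dose · Times – reaction time 90 min, room temperature, protected from light · Technique – resorufin fluorescence at 613 nm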
# Apaf1 inhib = inhibitors of human Apaf-1 apoptosome, primary screen, biochemical, DEVD-Rh110 fluorescence, uHTS; Apoptotic protease-activating factor 1 (Homo sapiens), O14727; reconstituted apoptosome caspase-3 activity; inhibition, % at 20 µM; 330,000 tested, 0.71% active; AID 489030, 2010; active = inhibition of at least 40% at 20 µM;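 also: plate controls were DMSO wells for no effect and DEVD-CHO caspase inhibitor wells for full effect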
#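 Material: cell-free apoptosome with Apaf-1, procaspase-3 and caspase-9; Buffer or medium: Hepes pH 7.5 with detergent and BSA; Reagent: cytochrome c trigger plus (Z-DEVD)2-Rh110 caspase-3 substrate; Times: compound with Apaf-1, dATP, procaspase-3 30 min, then 50 min reaction, room temperature; Technique: Rh110 fluorescence intensity.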
# UBC13 inh = UBC13 polyubiquitin chain formation inhibitors, primary screen, biochemical, TR-FRET, uHTS; inhibition, % at 20 µM; 330,000 tested, 0.47% active; AID 485273, 2010; in the data active = inhibition above about 45%, passing the limit was not always enough; inconclusive = no clear call, values can overlap the other calls
# Target sequence (P61088 whole entry, looked up): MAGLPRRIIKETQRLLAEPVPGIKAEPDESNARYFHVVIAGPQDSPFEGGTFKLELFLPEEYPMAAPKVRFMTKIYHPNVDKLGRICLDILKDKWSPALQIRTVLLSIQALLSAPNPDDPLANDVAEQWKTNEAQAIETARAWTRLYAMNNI
# 697 NFkB inh = inhibitors of PMA/ionomycin-induced NF-kB reporter, 697 cells, primary screen, B-cell NF-kB inhibitor project, cell-based, luminescence, uHTS; 697 B-cell NF-kB luciferase reporter, 16 h; inhibition, % at 4 µM; 330,000 tested, 0.33% active; in the data active = inhibition above about 35%
# SENP8 inh = SENP8 protease inhibitors, primary screen, biochemical, luminescence. Sentrin-specific protease 8 (Homo sapiens), Q96LD8. purified SENP8, Z-RLRGG-aminoluciferin cleavage. inhibition, % at 10 µM. 330,000 tested, 1.2% active
# Target sequence (Q96LD8 whole entry, looked up): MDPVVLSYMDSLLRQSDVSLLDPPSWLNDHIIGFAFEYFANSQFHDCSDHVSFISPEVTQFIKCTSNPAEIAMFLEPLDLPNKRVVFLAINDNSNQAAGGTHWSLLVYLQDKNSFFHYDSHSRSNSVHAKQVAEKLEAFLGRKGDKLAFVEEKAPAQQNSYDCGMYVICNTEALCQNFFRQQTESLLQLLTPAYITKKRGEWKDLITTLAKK
# SENP7 inh = SENP7 protease inhibitors, primary screen, biochemical, luminescence, uHTS. recombinant SENP7, Z-RLRGG-aminoluciferin luminescence, 40 min. inhibition, % at 5 µM. 330,000 tested, 1.5% active;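 active = inhibition above about 50% at the single test dose, limit read from the data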;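 also: plate controls were DMSO with enzyme for no effect and no enzyme buffer wells for full effect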
# Target sequence (Q9BQF6 706-1050 limits assumed): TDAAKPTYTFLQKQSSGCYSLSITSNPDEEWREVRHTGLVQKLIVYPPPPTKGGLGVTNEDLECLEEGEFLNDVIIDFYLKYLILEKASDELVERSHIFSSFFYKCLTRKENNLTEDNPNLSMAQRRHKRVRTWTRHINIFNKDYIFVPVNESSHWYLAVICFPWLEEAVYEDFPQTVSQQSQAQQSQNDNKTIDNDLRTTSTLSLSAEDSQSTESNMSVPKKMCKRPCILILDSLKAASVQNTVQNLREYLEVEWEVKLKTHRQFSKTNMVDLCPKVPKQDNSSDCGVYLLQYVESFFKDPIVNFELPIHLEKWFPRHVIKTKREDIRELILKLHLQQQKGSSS
# Jurkat NFkB inh = inhibitors of induced NF-kB luciferase reporter, primary screen, TCR NF-kB activation inhibitor project, cell-based, luminescence, uHTS; Jurkat, PMA/ionomycin-induced NF-kB luciferase reporter; inhibition, % at 4 µM; AID 435003, 2010; 330,000 tested, 0.53% active
# * hit, by the source's call; ? = inconclusive; / = no result given. Rule as the data show it, unless noted: active = inhibition above about 50%; inactive = the rest.
SMILES,Gli-Sufu block,HKDC1 inh,Apaf1 inhib,UBC13 inh,697 NFkB inh,SENP8 inh,SENP7 inh,Jurkat NFkB inh
COc1ccc(NC(=O)N(C)C[C@H]2Oc3ccc(NC(=O)C4CCCCC4)cc3C(=O)N([C@H](C)CO)C[C@@H]2C)cc1,-7,-6,3,12,8,11,-1,0
O=c1cc(NCC2CCCO2)[nH]c(=O)n1-c1ccc(Cl)cc1 (stereo not given),-5,-8,-9,2,-2,-4,-5,19
O=C(c1nc2ccccn2c1CNCCCn1cccn1)N1CCCC1,5,-3,-1,-11,-5,-6,-9,7
COc1ccc(CNS(=O)(=O)c2ccc(-c3cnc(C4CC4)o3)cc2)cc1,4,-3,12,-1,-18,6,1,18
Cn1c(NC(=O)C[n+]2cc(-c3ccc(F)cc3)n3c2CCC3)cc(=O)n(C)c1=O,5,0,4,3,24,-1,-1,-8
CCc1ccc(NC(=O)CCc2c(C)nn(-c3ccc(N4CCCCC4)nn3)c2C)cc1,-38,-1,22,-13,-70,6,7,-32
Cc1cc(NC(=O)C2CC(c3ccc(F)cc3)=NO2)no1 (stereo not given),-2,-1,1,0,9,0,-3,2
COc1ccc(C(=O)NCc2cccnc2)cc1Br,-3,-3,-2,-1,17,-1,10,12
O=C(CSc1nnc(CNC(=O)c2c(F)cccc2Cl)o1)NCc1ccc(F)cc1,44,0,1,-6,3,7,6,5
Cc1cnc(C(=O)OCC(=O)N2CC(C)CC(C)C2)cn1 (stereo not given),-2,-8,-11,-4,4,6,3,-7
CC(=O)c1cccc(N(C(=O)c2ccccn2)C(C(=O)NC2CCCCC2)c2cccs2)c1 (stereo not given),-1,-5,7,0,-1,-10,7,-10
C/C(=N\NC(=S)Nc1c(C)cccc1C)c1ccc(OC(F)F)cc1,3,-19,22,-4,-45,6,-3,-18
COc1ccc(OC)c(C2C3=C(COC3=O)Nc3cc4c(cc32)OCO4)c1 (stereo not given),14,-3,15,14,43*,-3,14,77*
CC1(C)Cc2c(cnn2-c2ccccc2)C(NC(=O)CCN2CCCC2=O)C1 (stereo not given),2,-5,-4,8,0,1,5,17
CCS(=O)(=O)N1CCC(C(=O)NCCN2CCOCC2)CC1,6,-14,-9,5,24,-2,2,0
CC(C)CN1C(=O)N(c2ccc(Cl)cc2)C(C)(O)CC1(C)C (stereo not given),-2,0,3,-8,-6,-6,-4,6
CCCN(C(=O)c1ccc(N2CCCC2=O)cc1)c1c(N)n(Cc2ccccc2)c(=O)[nH]c1=O,-3,-6,-3,8,18,1,-5,13
CCOC(=O)c1[nH]cnc1C(=O)NC(C)C,-3,0,-11,6,8,2,5,11
Cc1c(C)c2ccc(OCC(=O)NC3CCN(Cc4ccccc4)CC3)cc2oc1=O,8,-5,4,14,10,-4,-7,-3
Cc1ccc(-n2c(=O)c3c4c(sc3n(Cc3cc(=O)n5ccccc5n3)c2=O)CCC4)cc1C,-2,-10,17,-5,-25,-12,-3,-22
COc1cccc(CNC(=O)CN2C(=O)NC(Cc3ccccc3)(c3ccccc3)C2=O)c1 (stereo not given),-2,2,11,7,11,-4,3,1
CCCOc1nc2c(c(=O)n(C)c(=O)n2C)n1CCC,-2,-6,-17,8,-6,-2,-1,7
CCN(CC)C(=O)CN1C(=O)/C(=C/c2ccccc2)SC1=S,0,-6,3,-13,8,-18,-10,3
COc1ccc(C2CC(c3ccccc3)n3nc(NC(=O)c4cccs4)nc3N2)cc1 (stereo not given),-20,0,22,5,13,-2,3,3

# Compound profiles, from the list above. Order of values: Gli-Sufu block | HKDC1 inh | Apaf1 inhib | UBC13 inh | 697 NFkB inh | SENP8 inh | SENP7 inh | Jurkat NFkB inh
# CC(C)CN1C(=O)N(c2ccc(Cl)cc2)C(C)(O)CC1(C)C (stereo not given) is listed with -2 | 0 | 3 | -8 | -6 | -6 | -4 | 6
# C/C(=N\NC(=S)Nc1c(C)cccc1C)c1ccc(OC(F)F)cc1 is listed with 3 | -19 | 22 | -4 | -45 | 6 | -3 | -18
# COc1ccc(CNS(=O)(=O)c2ccc(-c3cnc(C4CC4)o3)cc2)cc1 is listed with 4 | -3 | 12 | -1 | -18 | 6 | 1 | 18

# Among those listed so far, these have a halogen:
SMILES,Gli-Sufu block,HKDC1 inh,Apaf1 inhib,UBC13 inh,697 NFkB inh,SENP8 inh,SENP7 inh,Jurkat NFkB inh
O=c1cc(NCC2CCCO2)[nH]c(=O)n1-c1ccc(Cl)cc1 (stereo not given),-5,-8,-9,2,-2,-4,-5,19
Cn1c(NC(=O)C[n+]2cc(-c3ccc(F)cc3)n3c2CCC3)cc(=O)n(C)c1=O,5,0,4,3,24,-1,-1,-8
Cc1cc(NC(=O)C2CC(c3ccc(F)cc3)=NO2)no1 (stereo not given),-2,-1,1,0,9,0,-3,2
COc1ccc(C(=O)NCc2cccnc2)cc1Br,-3,-3,-2,-1,17,-1,10,12
O=C(CSc1nnc(CNC(=O)c2c(F)cccc2Cl)o1)NCc1ccc(F)cc1,44,0,1,-6,3,7,6,5
C/C(=N\NC(=S)Nc1c(C)cccc1C)c1ccc(OC(F)F)cc1,3,-19,22,-4,-45,6,-3,-18
CC(C)CN1C(=O)N(c2ccc(Cl)cc2)C(C)(O)CC1(C)C (stereo not given),-2,0,3,-8,-6,-6,-4,6

# (more compounds)
SMILES,Gli-Sufu block,HKDC1 inh,Apaf1 inhib,UBC13 inh,697 NFkB inh,SENP8 inh,SENP7 inh,Jurkat NFkB inh
Cc1cc(C(=O)Nc2cccc(S(=O)(=O)N3CCOCC3)c2)c2ccccc2n1,-1,-2,13,-7,0,-10,4,-9
COc1ccc(CNCC(O)(c2ccc(Cl)cc2)c2ccc(Cl)cc2)cc1,-30,2,29,12,-6,-10,1,-1
CCN1CCN(C(=O)CN(C)S(=O)(=O)c2cc(C)ccc2OC)CC1,8,-1,7,4,5,5,2,-17
O=S(=O)(c1ccc2[nH]ccc2c1)N1CCCCCC1,-19,1,7,1,-17,-3,7,13
O=C(Nc1cccc2ncccc12)c1ccco1,19,-3,4,-5,-13,-8,-8,1
COc1ccccc1N1CC(O)=C(c2nc3ccccc3s2)C1=N,1,2,2,-8,-16,-9,-12,-3
CC1CC(NC(=O)c2c(O)nc3sccn3c2=O)CC(C)(C)C1 (stereo not given),3,-1,31,-6,-6,3,2,2
COC(=O)[C@H](C)NC(=O)NCCC1=CCCCC1,-2,-7,-26,0,21,-1,1,8
CCOC(=O)C(=NCCCN(C)C)NNc1ccc(Br)cc1,-2,-12,-4,10,-5,0,7,0
CN(C)c1ccc(CNCc2cccnc2)cc1,3,-4,-17,-1,0,-3,-5,6
COCCN(C(=O)Nc1ccccc1)c1ccccc1C,4,0,-1,9,-2,-2,3,-14
CC(Cl)C(=O)N1c2ccccc2CCc2ccccc21 (stereo not given),-1,-6,3,1,-11,-15,-1,13
CC(C)CN(C(=O)CN1C(=O)NC2(CCc3ccccc32)C1=O)C1CCS(=O)(=O)C1 (stereo not given),0,3,-6,-7,8,-2,-5,-6
COC(=O)COc1ccc(-c2ccccc2)cc1C=O,-8,2,4,0,-3,7,-1,-9
O=C(/C=C/c1ccc2c(c1)OCO2)N1CCCCC1,-10,-6,-6,-2,-55,0,-6,-40
Cc1nc2ncnn2c(C)c1CCC(=O)NC(C)CCc1ccco1 (stereo not given),8,-2,7,-16,-1,-5,0,-14
Cc1nn(CC(=O)NCc2ccc(-n3cccn3)cc2)c(C)c1[N+](=O)[O-],-25,-4,9,0,6,3,1,12
CC(C)Oc1ccc(/C(O)=C2/C(=O)C(=O)N(CCN(C)C)C2c2cccs2)cc1 (stereo not given),-6,12,-11,-6,8,-2,0,-15
CCNC(=O)c1sc(=S)n(-c2ccc(C)cc2)c1N,-4,-2,-17,0,11,1,-4,4
CCCCC1=CC2=C(c3ccco3)C(=O)C(C)(OC(=O)c3ccc(OC)cc3)C(=O)C2=CN1C1CCCCC1 (stereo not given),-3,17,12,?,14,-1,5,10
CCN(CC)C(=O)[C@H]1CC(CC(=O)NCc2ccco2)C(=O)N2CCc3c([nH]c4ccccc34)[C@]12C (stereo not given in full),-1,-5,-3,-18,6,-12,-4,1
CCC(NC(=O)NC1=NCCS1)(C(F)(F)F)C(F)(F)F,9,-2,0,1,17,3,2,3
O=C(c1nc2ccccn2c1CNCCn1ccc2ccccc21)N1CCOCC1,6,-3,-19,14,27,4,5,8
O=C(O)CCN1C(=O)/C(=C/c2cn(-c3ccccc3)nc2-c2cccs2)SC1=S,5,3,21,-26,28,7,2,13

# A draw from above in order of molecular weight, rising:
SMILES,Gli-Sufu block,HKDC1 inh,Apaf1 inhib,UBC13 inh,697 NFkB inh,SENP8 inh,SENP7 inh,Jurkat NFkB inh
O=C(/C=C/c1ccc2c(c1)OCO2)N1CCCCC1,-10,-6,-6,-2,-55,0,-6,-40
CCC(NC(=O)NC1=NCCS1)(C(F)(F)F)C(F)(F)F,9,-2,0,1,17,3,2,3
CC(C)CN(C(=O)CN1C(=O)NC2(CCc3ccccc32)C1=O)C1CCS(=O)(=O)C1 (stereo not given),0,3,-6,-7,8,-2,-5,-6
CCN(CC)C(=O)[C@H]1CC(CC(=O)NCc2ccco2)C(=O)N2CCc3c([nH]c4ccccc34)[C@]12C (stereo not given in full),-1,-5,-3,-18,6,-12,-4,1

# The results go on.
SMILES,Gli-Sufu block,HKDC1 inh,Apaf1 inhib,UBC13 inh,697 NFkB inh,SENP8 inh,SENP7 inh,Jurkat NFkB inh
CC1(C)CC(=O)C(=Cc2cn(-c3ccccc3)nc2-c2ccc(Cl)cc2)C(=O)C1,-17,15,19,-23,-32,5,5,-48
CCn1cc(CNC(=S)Nc2cccc3ccccc23)cn1,-6,-10,-13,6,20,9,4,-3
Cc1ccc(C(=O)NNC(=O)CCOc2cccc(C)c2)cc1,4,-2,-6,6,16,-7,3,-5
CC(C)=CCC/C(C)=C/CNC(=O)C[C@H]1C[C@H](C(=O)N2CCOCC2)[C@@]2(CCC3CCCC3)c3[nH]c4cc(-c5ccco5)ccc4c3CCN2C1=O,4,4,26,/,21,/,4,/
Cc1nc(C(=O)NCC(=O)c2ccccc2)c(C(F)(F)F)o1,33,-2,-10,3,-3,-4,13,-7
Cc1nnc2ccc(N3CCCCC3)nn12,7,-1,-1,1,16,7,5,12
COc1ccccc1NC(=O)CSc1nc(SC)ns1,-14,4,4,11,-9,-8,-7,-66
COc1cc(/C=N/NC(=O)Cn2cnc3ccccc3c2=O)ccc1O,5,-8,-14,-4,20,4,-3,7
O=C1C(=O)N(CCc2c[nH]c3ccccc23)C(c2cccnc2)/C1=C(/O)c1ccccc1 (stereo not given),/,/,2,-29,-2,-2,-4,-9
Cc1ccc2cccc(OCCCOc3ccccc3F)c2n1,33,-1,16,-6,-23,-17,8,-19
COC(=O)Nc1ccc(S(=O)(=O)N2CCCC(C(=O)Nc3cccnc3)C2)cc1 (stereo not given),11,-4,-4,-6,-14,-1,-10,12
CCCCCN(C(=O)NC(=O)Nc1ccccc1OC)S(C)(=O)=O,-6,-5,1,3,13,-85,5,-15
O=C(COc1ccc(C(=O)O)cc1)Nc1cccc(C(F)(F)F)c1,31,-5,-5,0,-22,1,-6,-3
CC(C)c1cc(C(=O)O)n(-c2ccccc2)n1,-3,-11,-21,0,7,-2,2,14
